# Assay outcomes deposited in PubChem BioAssay by National Center for Advancing Translational Sciences (NCATS).
# GAA glycogen: GAA glycogen-cleavage inhibition or activation; P10253; recombinant GAA, glycogen substrate, Amplex Red glucose oxidase fluorescence; Potency, µM (top dose mostly 76.4 µM), for the others: top-dose activity change, negative = inhibition, actives largely listed as inhibitors; 0.38% of 300,000 active; AID 2100;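 note: potency is the fitted concentration of half-maximal effect; 0% = full enzyme reaction and -100% = no-enzyme basal signal; the screen sought inhibitors and activators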
#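 Recombinant human enzyme (4 nM); glycogen substrate; 37 C, 40 min, pH 5.0. Readout: coupled glucose oxidase/Amplex Red fluorescence.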
# HttQ103 aggreg: reduces HttQ103-GFP aggregates in PC12 cells; PC12 HttQ103-GFP aggregates, Acumen cytometry, 40 h; Potency, µM (highest dose often 46.1 µM), for the others: top-dose activity change, negative = inhibition, usual class: inhibitors; 1.1% of 220,000 active; note: potency is the fitted concentration of half-maximal effect; % is set by controls: 0 for no effect and ±100 for the full control effect; nearly all actives have a fitted effect of over 60% in size
#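 Using laser scanning cytometry, GFP-positive aggregates were counted after lysis of PC12 cells induced with 100 nM tebufenozide to express HTT exon 1 Q103–GFP. Compounds were tested in titration.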
# GAA inhib: inhibitors of human lysosomal alpha-glucosidase | P10253 | purified human GAA, 4-MU-alpha-glucoside fluorescence | Potency, µM (top dose mostly 76.9 µM), inactives show at the highest dose activity change, negative = inhibition, actives largely listed as inhibitors | 0.005% of 200,000 active;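 note: potency is the fitted concentration of half-maximal effect; plate controls were uninhibited enzyme wells for no effect and no-enzyme background for full effect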
#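 Human alpha-glucosidase, 4 nM, pre-mixed with test compounds before 400 uM 4-methylumbelliferyl substrate; 20 min room temperature at pH 5.0. Fluorescence read after pH 10 stop; AC50 values from Hill-equation fits.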
# CBFb-RUNX1 inh: CBF-beta/RUNX1 interaction disruption; Q01196+Q13951; AlphaScreen CBFb-His/RUNX1-biotin binding, biochemical; Potency, µM (series often up to 59.8 µM), inactives show at the top dose activity, negative = inhibition, usual class: inhibitors; 230,000 tested, under 10 active; AID 1477; note: % of control where 0% means no effect
# Target sequence (Q01196 whole entry, looked up): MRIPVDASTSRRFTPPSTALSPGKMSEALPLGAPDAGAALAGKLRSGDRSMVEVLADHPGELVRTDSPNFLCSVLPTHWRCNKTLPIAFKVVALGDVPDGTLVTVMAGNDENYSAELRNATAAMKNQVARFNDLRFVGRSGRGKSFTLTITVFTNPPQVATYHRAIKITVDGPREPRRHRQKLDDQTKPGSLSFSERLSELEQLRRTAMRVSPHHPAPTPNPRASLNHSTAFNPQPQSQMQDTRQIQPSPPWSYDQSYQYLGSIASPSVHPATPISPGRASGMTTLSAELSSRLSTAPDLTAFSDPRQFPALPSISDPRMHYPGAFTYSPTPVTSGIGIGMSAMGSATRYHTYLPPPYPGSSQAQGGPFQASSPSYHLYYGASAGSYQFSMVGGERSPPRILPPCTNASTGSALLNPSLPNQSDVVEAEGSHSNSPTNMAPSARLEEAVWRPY
# Target sequence (Q13951 whole entry, looked up): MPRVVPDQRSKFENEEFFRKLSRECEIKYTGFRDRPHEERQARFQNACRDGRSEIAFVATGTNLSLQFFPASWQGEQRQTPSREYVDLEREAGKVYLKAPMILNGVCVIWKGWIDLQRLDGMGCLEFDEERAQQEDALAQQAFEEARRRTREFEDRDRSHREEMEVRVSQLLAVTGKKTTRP
#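 AlphaScreen binding: CBFb-His and RUNX1-biotin (30 nM each) preincubated 20 min, compound added for 15 min, then nickel and streptavidin beads for 90 min, all at room temperature. Disruption of the interaction by any mechanism counts as activity.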
# LMNA splice mod: changes lamin A minigene splicing in HeLa cells. Potency, µM (doses to about 46.1 µM), without a hit: at the highest dose ratio change, negative = inhibition, most hits filed as inhibitors. 0.01% of 200,000 active. AID 1487. HeLa LMNA splicing GFP/RFP minigene ratio, 48 h; active = well fitted inhibition curve with a large enough effect in the signal ratio, with a control signal flat, not every such curve was filed as active; inconclusive = small, poorly fitted or top-dose-only effect, or effect the other way, or a change in a side signal; the % refers to the signal ratio; note: potency is the fitted concentration of half-maximal effect; % is set by controls: 0 for no effect and ±100 for the full control effect
#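 S3 HeLa cells stably expressing lamin A-EGFP splicing minigene plus DsRed2, 600 cells/well, 48 h compound exposure at 37C. Laser-scanning cytometry; analysed as GFP (500-530 nm)/RFP (575-640 nm) total intensity ratio; 0.5% DMSO vehicle.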
# GAA spleen mod: inhibitors or activators of human alpha-glucosidase in spleen homogenate; Potency, µM (highest dose often 79.9 µM), for the others: top-dose activity change, negative = inhibition, hits mostly inhibitors; AID 2112; human spleen homogenate, 4-MU-alpha-glucoside fluorescence; 0.006% of 240,000 active;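 note: potency is the fitted concentration of half-maximal effect; 0% = enzyme with vehicle and -100% = no enzyme basal signal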
#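 Enzyme source: human spleen homogenate, 1 ug/well. Buffer 50 mM citric acid/K phosphate pH 5.0, 0.01% Tween-20. 4-MU-alpha-glucoside 1 mM; 37 C x 40 min; NaOH/glycine stop; fluorescence.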
# HTT ATP protect: Huntington cell model cytoprotection by ATP luminescence; PC12 HTT-Q103 induced, cytoprotection, ATP luminescence, 40 h; 0.14% of 230,000 active; Potency, µM (doses to about 56.4 µM), for inactives: cytoprotection (ATP increase), hits mostly activators;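 note: potency is the fitted concentration of half-maximal effect; % of control where 0% means no effect; nearly all actives have a fitted effect of over 45% in size; toxic huntingtin expression switched on by the ecdysone agonist tebufenozide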
#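 Compounds added alongside 100 nM tebufenozide, which induces toxic Q103 huntingtin exon 1-GFP in stable PC12 cells; surviving cells quantified by luminescent ATP measurement. Medium: phenol red-free DMEM, 5% equine and 5% calf serum.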
# Starred values were filed as active, the others as inactive; ? = inconclusive; · = no result given; [ ] = another dose, or the depositor's remark. Unless noted, calls come from the whole dose curve; as a rule, active = well fitted curve in the direction sought with a large enough effect; inconclusive = small, poorly fitted or top-dose-only effect, or another doubt; inactive = no such curve, though single readings can be large; an effect the other way counts as inactive or inconclusive.
no.	Structure	GAA glycogen	HttQ103 aggreg	GAA inhib	CBFb-RUNX1 inh	LMNA splice mod	GAA spleen mod	HTT ATP protect
1	COc1ccc(S(=O)(=O)NCc2ccncc2)cc1OC	6%	?	-7%	7%	?	-17%	3%
2	Nc1nc(N)c(N=Nc2ccc(Cl)cc2)c(=O)[nH]1	-2%	-7%	-1%	11%	-7%[46 µM]	6%	-23%
3	CCCCCOC(=O)Nc1ccc(S(=O)(=O)Nc2cccc([N+](=O)[O-])c2)cc1	-4%	?	-10%	-5%	?	-1%	7%[10 µM]
4	CC(O)c1cccc(NC(=O)Cc2cccc3ccccc23)c1 (stereo not drawn)	-9%	-2%[9.22 µM]	9%	0%	?	-4%	15%[10 µM]
5	O=C(Cn1cnc2ccccc2c1=O)NCCC(=O)Nc1ccc2c(c1)OCO2	2%	9%	-1%	5%	6%[9.22 µM]	7%	-31%[inhibitor]
6	O=C(CSc1nnc(C2CC2)n1Cc1ccccc1)c1cc2ccccc2o1	8%	-3%	0%	-3%	?	1%	-14%
7	Cc1ccc(C(=O)CCNc2cccc(Br)c2)o1	-9%	28%	-23%	-3%	3%	6%	3%
8	COc1ccc(CN(Cc2nc3ccccc3c(=O)[nH]2)C(=O)NC2CCCCC2)cc1	7%	0%	-17%	7%	-5%	-2%	-17%[10 µM]
9	O=C(CSc1cccc(C(F)(F)F)c1)NC(=O)c1ccccc1	12%	-7%	?	-2%	-8%	1%	18%[10 µM]
10	Cc1cc(/C=N/n2cnnc2)c(C)n1-c1ccccc1	3%	11%	-7%	-7%	?	-7%	-12%
11	O=C(/C=C/c1ccc(F)cc1)NC(=S)NC1CCCCC1	8%	-14%[9.22 µM]	·	4%	·	-3%	-22%[10 µM]
12	Cc1ccc(C(=O)O/N=C\c2ccc(N3CCOCC3)c([N+](=O)[O-])c2)cc1	-2%	9%	?	4%	4%	-2%	10%
13	CCOCCCNC(=O)CN(Cc1ccc(Cl)cc1)S(C)(=O)=O	5%	-33%	-4%	5%	10%	-9%	2%
14	CN1CCN(S(=O)(=O)c2ccc(N3CCN(C(c4ccccc4)c4ccccc4)CC3)nc2)CC1	-6%	4%	4%	3%	·	-6%	36%
15	COc1cccc(OCC(O)CN2CCN(c3ccccn3)CC2)c1 (stereo not drawn)	3%	14%	-6%	-2%	7%	-6%	8%[10 µM]
16	COc1ccc(C2=NOC(C(=O)Nc3cc(C)nn3-c3ccccc3)C2)cc1OC (stereo not drawn)	8%	-15%	-7%	-2%	-1%	-2%	-1%

# A different layout for part of the listing above:
13: CCOCCCNC(=O)CN(Cc1ccc(Cl)cc1)S(C)(=O)=O
  GAA glycogen: 5%	HttQ103 aggreg: -33%	GAA inhib: -4%	CBFb-RUNX1 inh: 5%	LMNA splice mod: 10%	GAA spleen mod: -9%	HTT ATP protect: 2%

14: CN1CCN(S(=O)(=O)c2ccc(N3CCN(C(c4ccccc4)c4ccccc4)CC3)nc2)CC1
  GAA glycogen: -6%	HttQ103 aggreg: 4%	GAA inhib: 4%	CBFb-RUNX1 inh: 3%	LMNA splice mod: ·	GAA spleen mod: -6%	HTT ATP protect: 36%

15: COc1cccc(OCC(O)CN2CCN(c3ccccn3)CC2)c1 (stereo not drawn)
  GAA glycogen: 3%	HttQ103 aggreg: 14%	GAA inhib: -6%	CBFb-RUNX1 inh: -2%	LMNA splice mod: 7%	GAA spleen mod: -6%	HTT ATP protect: 8%[10 µM]

16: COc1ccc(C2=NOC(C(=O)Nc3cc(C)nn3-c3ccccc3)C2)cc1OC (stereo not drawn)
  GAA glycogen: 8%	HttQ103 aggreg: -15%	GAA inhib: -7%	CBFb-RUNX1 inh: -2%	LMNA splice mod: -1%	GAA spleen mod: -2%	HTT ATP protect: -1%

# Carrying on.
no.	Structure	GAA glycogen	HttQ103 aggreg	GAA inhib	CBFb-RUNX1 inh	LMNA splice mod	GAA spleen mod	HTT ATP protect
17	CC(=O)Nc1ccc(-c2csc(NC(=O)CCCc3cccs3)n2)cc1	-5%	-1%	5%	4%	?	2%	·
18	N/C(=N\OC(=O)Oc1ccccc1)c1cccc([N+](=O)[O-])c1	-4%	12%	-1%	-2%	10%	-3%	14%[10 µM]
19	COc1ccc(CCNC(=O)C(C(=O)c2ccccc2)n2ccccc2=O)cc1OC (stereo not drawn)	6%	19%	4%	2%	-14%	-8%	-1%[10 µM]
20	CCCn1c(/N=C/c2c[nH]c3ccccc23)nc2ccccc21	-6%	-12%	-7%	-6%	2%	5%	-8%
21	C=CCc1cc(Cl)ccc1OCCCNC(C)C	5%	17%	5%	6%	-10%	-8%	-15%[10 µM]
22	O=S(=O)(Nc1nc2ccccc2nc1N1CCc2ccccc2C1)c1ccc(Cl)cc1	6%	?	-4%	-14%	?	-5%	9%[10 µM]
23	CNC(=O)c1ccsc1NC(=O)CCS(=O)(=O)c1ccccc1	17%	31%	9%	8%	·	-5%	·
24	COc1ccc(-n2nc(C#N)c(Cl)cc2=O)cc1	-2%	25µM*	-1%	-8%	?	-2%	-3%[10 µM]
25	COc1ccc(C(=O)NCC(C)C)c(OC)c1	4%	-12%	2%	1%	-8%	-13%	-2%[10 µM]
26	O=C(NCc1cccs1)C1CCCN(S(=O)(=O)c2ccc(Br)s2)C1 (stereo not drawn)	2%	-9%	0%	1%	?	-3%	-20%
27	CCN(CC)CCCNC(=O)c1c(O)c2c([nH]c1=O)CCCC2	0%	-12%	-2%	2%	0%	3%	0%[10 µM]
28	C=CCn1c(CCn2c3ccccc3c3ccccc32)n[nH]c1=S	-4%	?	1%	-8%	-15%	-12%	26%[10 µM]
29	COCC(=O)OCC(=O)Nc1cc(C(C)(C)C)nn1-c1ccccc1	-11%	31%	-7%	4%	0%	-2%	-1%
30	CC/C=C/C(=O)N1CC2(CC(c3cccc(NC(=O)CC(c4ccccc4)c4ccccc4)c3)=NO2)C[C@@H]1C(N)=O (stereo partly drawn)	-7%	22%[9.22 µM]	·	4%	·	-16%	6%[10 µM]
31	Cc1ccc(CSCC(=O)NCc2ccc3c(c2)OCO3)cc1	-3%	-3%[9.22 µM]	·	8%	·	-1%	9%[10 µM]
32	O=C(O)c1ccc2c(c1)C1C=CCC1C(c1cc3c(cc1Br)OCO3)N2 (stereo not drawn)	16%	-11%[9.22 µM]	-3%	-12%	·	-8%	-18%[10 µM]
33	COc1cc(NC(=O)c2cccs2)c(C(=O)OCC(=O)NC(=O)NC(C)(C)C)cc1OC	-1%	12%[9.22 µM]	-16%	0%	8%	2%	-20%
34	CCCCSc1nc(N)c(NC(=O)c2ccco2)c(=O)[nH]1	-8%	?	-5%	4%	-8%	-1%	-1%[10 µM]
35	COc1cccc(/C=N/N2CCN(c3ccncc3S(=O)(=O)N3CCCCC3)CC2)c1	?	0%	-8%	16%	?	3%	·
36	O=C(O)CCn1c(SCc2ccccc2)nc2ccccc21	2%	-11%	-13%	9%	16%	4%	18%[1.9 µM]
37	Cc1nnc(NC(=O)CSc2nnc(-c3ccoc3C)n2CC(C)C)s1	3%	14%	-13%	5%	10%	-19%	5%[10 µM]
38	S=C(Nc1ccccc1)N1CCn2cccc2C1c1cccnc1 (stereo not drawn)	10%	-6%	-2%	-7%	-10%	1%	-7%[10 µM]
39	COc1cc(C(=S)N2CCOCC2)cc(OC)c1OC(=O)Cc1ccc(F)cc1	-2%	-5%	1%	-3%	11%	1%	-4%[10 µM]
40	COC(=O)CNc1c(-c2ccccn2)nc2ccc(Br)cn12	?	-4%	-12%	-15%	8%	-8%	-38%[10 µM]
41	O=C(CCN1C(=O)C2C3C=CC(C3)C2C1=O)NCCc1ccccc1Cl (stereo not drawn)	2%	14%	?	11%	0%	-1%	7%[10 µM]
42	CCOC(=O)C=C1CCN(c2ncc(C(F)(F)F)cc2Cl)CC1	0%	-6%	4%	13%	-12%	0%	22%[10 µM]
43	CC/C(=N\NC(=O)COc1ccc(Br)cc1)c1ccc(OC)c(OC)c1	?	12%	-2%	-28%	?	-11%	-8%
44	Cc1ccc(SCC(=O)Nc2ccc(N3CCOCC3)cc2)cc1	27%	-2%[9.22 µM]	8%	0%	·	-2%	-24%
45	COc1ccccc1N1C(=O)c2cccc3c(C(=O)O)ccc(c23)C1=O	-8%	0%	?	0%	4%	6%	-7%[10 µM]
46	c1c2c(cc3sc(N4CCOCC4)nc13)OCO2	8%	-6%	?	5%	16%	-7%	-60%[inhibitor]
47	COc1ccc(S(=O)(=O)N2CN(CCc3ccc(OC)c(OC)c3)c3nc4ccccc4nc32)cc1	-4%	19%	-7%	6%	-4%	-7%	20%[10 µM]
48	CCOC(=O)C1=C(N)OC2=C(C(=O)CCC2)C1c1ccccc1OC (stereo not drawn)	-9%	3%[9.22 µM]	?	0%	11%[46 µM]	-6%	9%[10 µM]
49	Cc1ccsc1C(=O)N1CCCC(CCC(=O)NCc2ccc(F)c(F)c2)C1 (stereo not drawn)	-7%	13%[9.22 µM]	-13%	4%	·	-4%	8%[10 µM]
50	O=C(COc1ccc(C2SCCS2)cc1)Nc1ccc(Cl)cc1	4%	-2%[9.22 µM]	·	6%	·	4%	19%[10 µM]
51	Cc1nc2cc(NC(=O)Nc3ccc(N4CCOCC4)cc3)ccc2n1C	-11%	19%	-5%	0%	9%	-4%	-4%
52	CCOC(=O)c1nc(Nc2ccc(C)cc2)c2ccccc2n1	-21%	6%	-4%	1%	-8%	-8%	-6%
53	O=[N+]([O-])c1ccc(N2CCN(S(=O)(=O)c3ccc(Cl)cc3)CC2)cc1NCC1CCCO1 (stereo not drawn)	8%	17%	0%	0%	12%	-3%	-28%
54	COc1cccc(C(=O)NN2CC(O)=C(c3nc4ccccc4n3C)C2=N)c1	9%	?	5%	-3%	·	1%	-29%
